Bioassay records: PubChem BioAssay, several laboratories
NadD inh = blocks S. aureus nicotinate mononucleotide adenylyltransferase | inhibition, % at 20 µM | hit rate 0.78% among 360,000 | purified NadD enzyme, colorimetric absorbance read-out | AID 602399; in the data active = inhibition above about 26%; note: some compounds past the cut are filed as inactive
SUMO1-SIM PPI = alters human SUMO1 binding to SIM partners. P63165. SUMO1 binding to a labelled peptide, TR-FRET, 1 h. inhibition, % at 20 µM. hit rate 0.33% among 360,000. AID 602429; in the data active = inhibition above about 37%
Target sequence (P63165 whole entry, looked up): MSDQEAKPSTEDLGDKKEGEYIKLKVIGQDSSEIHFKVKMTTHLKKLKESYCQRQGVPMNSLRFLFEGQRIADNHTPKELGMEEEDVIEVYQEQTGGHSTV
STEP block = STEP (human) phosphatase inhibition. P54829. recombinant STEP, OMFP fluorogenic substrate, fluorescence. inhibition, % at 20 µM. hit rate 0.25% among 360,000. AID 588621;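 active = inhibition at 20 µM, scaled per plate between control wells, above about 37%, limit read from the data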;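 note: 0% = DMSO with enzyme and substrate and 100% = substrate only without enzyme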
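Assay system: isolated STEP enzyme / Timing: 20 min at room temperature, dark / Doses: 20 µM, 1% DMSO / Technique: fluorescence intensity, excitation 480 nm, emission 540 nm / Reagent: fluorogenic phosphatase substrate OMFP at 25 µM final / Measure: percent inhibition scaled to no-enzyme and uninhibited-enzyme controls, plate-pattern corrected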
Rpn11 inh = Rpn11 (human) deubiquitinase inhibition | human 26S proteasome, Ub4-pepOG fluorescence polarization; 20S core pre-blocked with epoxomicin | hit rate 0.59% among 360,000 | calls only at 20 µM | O00487 | AID 588493;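 active = inhibition at 20 µM, scaled to each plate's controls, above about 33%, limit read from the data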
LMPTP block = LMPTP (human) inhibition | AID 651560 | inhibition, % at 20 µM | recombinant LMPTP-A, OMFP fluorogenic substrate, fluorescence intensity | hit rate 0.22% among 360,000;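 active = compounds that cut the enzyme signal by at least half of the control window in the single-dose screen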;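 note: plate controls were DMSO wells with enzyme plus substrate for no effect and substrate without enzyme for full effect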
Target sequence (P24666 whole entry, looked up): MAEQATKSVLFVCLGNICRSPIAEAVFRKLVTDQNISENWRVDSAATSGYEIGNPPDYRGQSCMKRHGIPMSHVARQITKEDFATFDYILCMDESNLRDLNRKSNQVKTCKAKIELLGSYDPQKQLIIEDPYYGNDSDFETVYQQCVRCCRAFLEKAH
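Assay system: LMPTP-A phosphatase enzyme | Input: 0.625 nM enzyme | Also added: Fluorogenic phosphatase substrate OMFP at 400 µM final | Compound dosing: One test concentration per compound, 20 µM, with 3% DMSO overall | Schedule: 50 min enzyme reaction at room temperature, protected from light | Signal: Fluorescence intensity | Benchmarks: no-enzyme and uninhibited controls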
PABP1 MLLE inh = blocks PAM2 peptide binding to the PABP1 MLLE domain; P11940; GST-MLLE / FITC-PAM2 fluorescence polarization; inhibition, % at 20 µM; hit rate 0.36% among 360,000; in the data active = inhibition above about 35%, passing the limit was not always enough;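 note: plate controls were DMSO wells with GST-MLLE for no effect and wells lacking GST-MLLE protein for full effect; some results filed as inactive read as strong as hits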
Tb MetRS inh = Trypanosoma brucei MetRS inhibition. purified T. brucei MetRS, ATP depletion, Kinase-Glo luminescence. inhibition, % at 11.9 µM. hit rate 0.4% among 360,000. AID 624268;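 active = inhibition above a per-plate cutoff of the control wells' mean inhibition plus 3 SD, cut at about 5.5% in these data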;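 note: 0% = DMSO wells median and 100% = median of wells with control inhibitor compound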
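Dosing: 11.9 µM single point; system: parasite MetRS enzyme; technique: luminescence of leftover ATP; times: 15 min enzyme-compound preincubation, 2 h reaction, 10 min detection, 25 °C; replicates: each compound tested once; read-out basis: percent inhibition relative to median high and low control wells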
Scp1 inh = Scp-1 (human) phosphatase inhibition. Recombinant Scp1, phosphopeptide, malachite green phosphate absorbance. inhibition, % at 20 µM. hit rate 0.88% among 340,000. AID 493091;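 active = inhibition above about 50% at 20 µM, limit read from the data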;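 note: plate controls were DMSO wells with enzyme for no effect and wells lacking enzyme for full effect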
Target sequence (Q9GZU7 76-261 limits assumed): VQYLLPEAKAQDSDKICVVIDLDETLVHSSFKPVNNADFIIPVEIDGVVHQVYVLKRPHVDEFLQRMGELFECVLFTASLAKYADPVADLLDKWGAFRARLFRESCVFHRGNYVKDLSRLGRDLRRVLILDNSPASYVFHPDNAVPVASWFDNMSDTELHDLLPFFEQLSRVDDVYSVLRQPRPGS
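System: SCP-1 catalytic domain; Reagent: Phospho 17-mer peptide substrate; Doses: one concentration, 20 µM, with 1.0% DMSO; Incubation: 45 min room-temperature reaction, 5 min colour, 30 min stabiliser; Signal: Phosphate-binding colour reagent, absorbance read at 630 nm.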
DNMT1 block = blocks human DNA methyltransferase DNMT1. hit rate 0.83% among 360,000. DNMT1 molecular beacon, Hinp1I cleavage, fluorescence. inhibition (reported as % activation of signal), % at 10 µM; in the data active = inhibition above about 50%
CSN deneddyl inh = CSN deneddylation inhibition | Purified CSN, SCF-Nedd8-OG deneddylation, fluorescence polarization | hit rate 0.38% among 360,000 | Q92905 | AID 651999 | inhibition, % at 12.5 µM;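 active = pattern-corrected inhibition above about 35%, with an unprinted fluorescence ratio check between 0.5 and 1.5, limit read from the data, passing the limit was not always enough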;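 note: 0% = enzyme with substrate and 100% = substrate without enzyme; some results filed as inactive read as strong as hits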
Target sequence (Q92905 whole entry, looked up, one chain of several): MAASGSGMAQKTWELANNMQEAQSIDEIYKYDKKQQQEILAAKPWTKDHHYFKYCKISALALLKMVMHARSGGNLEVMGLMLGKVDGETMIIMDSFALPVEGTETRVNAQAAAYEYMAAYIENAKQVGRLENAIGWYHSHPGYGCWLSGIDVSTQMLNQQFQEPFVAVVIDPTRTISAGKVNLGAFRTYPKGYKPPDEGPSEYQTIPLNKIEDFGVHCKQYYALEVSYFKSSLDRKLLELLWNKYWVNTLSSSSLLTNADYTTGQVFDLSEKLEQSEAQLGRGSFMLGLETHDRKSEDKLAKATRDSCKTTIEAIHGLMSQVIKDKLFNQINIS
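Assay system: Purified human Csn5 enzyme expressed in HEK293T cells | Amount: Enzyme 0.24 nM | Measured by: Fluorescence polarization readout | Medium: Tris/NaCl/DTT buffer, pH 7.5 | Compound dosing: One concentration, 12.5 µM, 0.25% DMSO | Times: 90 min incubation of compound, enzyme and substrate at room temperature | Control set: no-enzyme wells high, enzyme-with-substrate wells low | Read-out: % inhibition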
* marks the source's active call; other numbers are inactive results; i = inactive; . = no result given.

Order of results – PABP1 MLLE inh | NadD inh | DNMT1 block | LMPTP block | STEP block | Scp1 inh | Rpn11 inh | Tb MetRS inh | SUMO1-SIM PPI | CSN deneddyl inh
- COc1ccc(/C=N/NC(=O)c2cccc([N+](=O)[O-])c2)cc1OS(=O)(=O)c1ccc(C)cc1
 : 0 | 12 | -4 | 1.4 | -4 | -10 | i | 0.7 | -4 | 5
- Cc1ccc2c(c1)c1c(n2CC(O)CN2CCCCC2C)CCCC1 (stereo not given)
 : -19 | -9 | 24 | 0.3 | 2 | -4 | i | -0.6 | -5 | -1
- CCCCSc1nc2c(cnn2-c2ccccc2)c(=O)n1N
 : -128 | -3 | 0 | 0.5 | 1 | -2 | i | -0.2 | -5 | 5
- Clc1ccc(C2=Nn3c(nnc3-c3cc(-c4ccccc4)n[nH]3)SC2)cc1
 : -104 | 45* | 7 | 4.2 | 1 | -3 | i | -0.2 | 0 | 0
- COc1cccc(Nc2cc(C)nc3nc(C)nn23)c1
 : 13 | -5 | 0 | -1.2 | -1 | 7 | i | -0.1 | 1 | -3
- Cc1ccc(C#N)c(SCc2ccccc2F)n1
 : -3 | -7 | 2 | 1.8 | 3 | -11 | i | 0.3 | 9 | 0
- O=C(N/N=C\c1ccc(COc2ccc([N+](=O)[O-])cc2)o1)c1cccc(Cl)c1
 : 20 | 5 | 0 | 2.9 | 3 | -8 | i | 1.1 | -12 | -5
- O=C(CSc1nnc(-c2ccccc2)c(-c2ccccc2)n1)Nc1ccc(Br)cn1
 : -4 | 17 | -1 | 1.5 | -2 | -5 | i | -0.7 | -8 | -6
- COc1c(Cl)cc(C(=O)O)cc1Cl
 : 9 | 9 | -1 | -1.1 | 3 | -4 | i | -1.0 | 6 | 6
- CCCc1nn(C)c(C(=O)Nc2cccc3ccccc23)c1Cl
 : 0 | -3 | -4 | 1.1 | 0 | -11 | i | 0.2 | -2 | -4
- O=C(COc1ncnc2c(Cl)cc(Cl)cc12)NCCC1=CCCCC1
 : -1 | 2 | 5 | -0.4 | 1 | 0 | i | 0.3 | -2 | 3
- Cn1c(SCC(=O)Nc2nccs2)nnc1-c1ccc(S(=O)(=O)N2CCCC2)cc1
 : -9 | 0 | 2 | 0.1 | -2 | 2 | i | -0.2 | 1 | 8
- O=C1C=C(c2ccc3c(c2)oc2ccccc23)C[C@@H](c2ccc3c(c2)OCO3)C1
 : -15 | 6 | 6 | 2.9 | 3 | -6 | i | -0.2 | -4 | 8
- Cc1c(Cl)cccc1NC(=S)/C(=C(\[O-])c1ccc(Cl)s1)[n+]1ccccc1
 : 11 | 10 | -13 | 0.7 | 2 | 5 | i | -0.3 | -5 | -5
- O=C(NC(=S)N1CCCCCC1)c1cccc([N+](=O)[O-])c1
 : 25 | 6 | 4 | -1.3 | -4 | -7 | i | -0.4 | -13 | 2

Order of results – PABP1 MLLE inh | NadD inh | DNMT1 block | LMPTP block | STEP block | Scp1 inh | Rpn11 inh | Tb MetRS inh | SUMO1-SIM PPI | CSN deneddyl inh
- Cc1ccc([C@H]2N[C@]3(CCCN(Cc4ccc(F)cc4)C3=O)[C@H]3C(=O)N(Cc4ccccc4)C(=O)[C@@H]23)cc1
 : -9 | 10 | 0 | -0.2 | -1 | . | i | -0.8 | 3 | 0
- Cc1nc(SCC(=O)Nc2ccc3c(c2)OCO3)c(C#N)c2c1CCCC2
 : 0 | 12 | 4 | 3.5 | -11 | -2 | i | 0.0 | 1 | 1
- CC(=O)N1CCc2c(sc(NC(=O)CCS(=O)(=O)c3ccc(C)cc3)c2C#N)C1
 : 6 | 1 | -2 | -0.4 | 2 | 0 | i | 0.2 | -5 | -4
- CCOC(=O)C1C(=O)CC(C)(O)C(C(=O)OCC)C1c1ccc(F)cc1 (stereo not given)
 : 14 | 1 | 0 | -0.5 | 2 | -8 | i | -0.1 | -1 | -1
- CC(=O)NCC12CC3CC(C1)CC(C(=O)O)(C3)C2
 : 8 | 0 | 2 | -1.5 | 1 | 0 | i | 0.3 | -1 | 5
- Cn1c(=O)c2c(nc(NCc3ccco3)n2C/C=C/c2ccccc2)n(C)c1=O
 : -8 | -3 | -1 | 1.8 | -2 | -3 | i | 0.1 | 5 | 0
- Cc1ccc(Cl)cc1NC(=O)C1CCCN1S(=O)(=O)c1ccc(-c2ccc(=O)[nH]n2)s1 (stereo not given)
 : 8 | 14 | -5 | 0.7 | 2 | -1 | i | -0.4 | -26 | -2
- COc1ccc(CCNC(=S)N2CCC(C(N)=O)CC2)cc1
 : -5 | -4 | 15 | -1.6 | 18 | -6 | i | 0.0 | -2 | -1
- O=C(CSc1nc(O)cc(=O)[nH]1)N1CCOCC1
 : -7 | -6 | -4 | -0.8 | 0 | 1 | i | -0.1 | 2 | 3
- O=C(Cn1ccc([N+](=O)[O-])n1)Nc1nccs1
 : -1 | -2 | 2 | -2.2 | 3 | -13 | i | -0.1 | 1 | -8
- CCS(=O)c1ccccc1C(=O)OC(C)C(=O)Nc1ccc(S(=O)(=O)N2CCCC2)cc1 (stereo not given)
 : 5 | 3 | -2 | 0.4 | 0 | -7 | i | -0.5 | -2 | 1
- OCCN(CC#CCC(O)(c1ccccc1)C1CCCC1)CCO (stereo not given)
 : 20 | -5 | 1 | -1.2 | -2 | 11 | i | 0.1 | 1 | 2
- CSc1nnc([C@@H](NC(=O)OC(C)(C)C)C(C)C)o1
 : -30 | -3 | 0 | -2.5 | 0 | 16 | i | -0.9 | -1 | 3
- Cn1c(CNC(=O)c2ccccc2F)nnc1SCC(=O)c1ccccc1
 : 22 | -2 | 3 | -1.0 | -2 | -15 | i | -0.2 | -3 | -1
- CCOC(=O)N1CCN(C(=O)CN(c2ccc(OC)cc2)S(C)(=O)=O)CC1
 : 2 | -1 | 1 | -1.3 | -1 | 0 | i | 0.0 | 5 | -4

Order of results – PABP1 MLLE inh | NadD inh | DNMT1 block | LMPTP block | STEP block | Scp1 inh | Rpn11 inh | Tb MetRS inh | SUMO1-SIM PPI | CSN deneddyl inh
- c1ccc2c(c1)CCc1c(-c3ccncc3)n[nH]c1-2
 : 7 | -4 | -1 | 1.6 | -1 | -8 | i | 0.0 | 6 | -2
- CC(C)NC(=O)CSCc1c(F)cccc1Cl
 : 3 | 0 | 4 | -3.1 | -1 | -13 | i | -0.9 | 2 | 1
- Cc1c(NS(=O)(=O)c2ccc(C(=O)N(C)Cc3cccc(Cl)c3Cl)cc2)c(=O)n(-c2ccccc2)n1C
 : 10 | 22 | -4 | 0.3 | 1 | 8 | i | 0.1 | -1 | 2
- COc1nc(-c2ccccc2)nc(-c2ccccc2)c1C
 : 4 | 4 | 4 | 2.6 | 0 | -3 | i | 0.6 | -8 | 6
- CSCCC(NS(=O)(=O)c1ccccc1F)C(=O)NCC(c1ccc(F)cc1)N1CCOCC1 (stereo not given)
 : 1 | -3 | 1 | -0.6 | -1 | -3 | i | -0.3 | 4 | 1
- COC(=O)c1ccc(S(=O)(=O)N2CCCC2)o1
 : 10 | -2 | -2 | -0.6 | -6 | -5 | i | -1.0 | -1 | 0
- CCN=C1SC(CC(=O)NCc2ccccc2)C(=O)N1CC (stereo not given)
 : -14 | -6 | 1 | -0.6 | -4 | -4 | i | -0.2 | 1 | 4
- O=S(=O)(c1cc(Cl)ccc1Cl)n1nnc2ccccc21
 : -17 | 4 | -3 | 0.4 | -2 | 0 | i | -0.8 | -1 | 0
- COc1ccc([C@H]2CC(=O)C=C(c3cc(C=O)ccc3OC)C2)cc1
 : -6 | -2 | 0 | 0.7 | -1 | 4 | i | -0.2 | -17 | -4
- CCOc1ccc(-c2[nH]ncc2Oc2cccc(OC)c2)c(O)c1
 : 8 | 1 | -8 | 4.7 | -2 | -5 | i | -0.5 | -2 | -5
- CC1(C)CC(=O)C=C(c2ccc3c(c2)OCO3)C1
 : -3 | -4 | 0 | 0.6 | 1 | -8 | i | -0.4 | -22 | -1
- Cc1ccc(CN(C)C(=O)CCc2nc3sc4c(c3c(=O)[nH]2)CCCC4)o1
 : -1 | 4 | 6 | 0.9 | 3 | 3 | i | -0.2 | 2 | 9
- Cc1cc(NC(=O)CSc2nccn2-c2cccc(C)c2C)no1
 : -10 | -3 | 0 | -0.7 | -1 | -11 | i | -0.7 | 1 | 12
- CCN(CC)S(=O)(=O)c1ccc(C)c(NC(=O)CN2C(=O)NC3(CCCC3)C2=O)c1
 : -3 | -5 | 2 | -1.6 | 0 | -2 | i | -0.6 | 0 | 0
- COc1ccc(CNC(=O)C2CCN(S(C)(=O)=O)CC2)c(OC)c1
 : 11 | 1 | -1 | 1.5 | -2 | 5 | i | -1.3 | 3 | 4

Order of results – PABP1 MLLE inh | NadD inh | DNMT1 block | LMPTP block | STEP block | Scp1 inh | Rpn11 inh | Tb MetRS inh | SUMO1-SIM PPI | CSN deneddyl inh
- NS(=O)(=O)c1ccc(CNC(=O)Cc2cccs2)cc1
 : -28 | 11 | 52* | 50* | 3 | 83* | i | -0.1 | 2 | 12
- COc1ccc2nc(SC(C)C(=O)NC3CCCCC3)[nH]c2c1 (stereo not given)
 : -57 | 4 | 2 | 0.1 | 1 | -7 | i | 0.1 | 7 | -1
- COc1cccc(C(=O)N2CCN(Cc3cc(Br)ccc3OC)CC2)c1
 : 0 | 5 | -1 | 1.0 | 0 | -7 | i | 0.2 | 1 | 0
- CC1(C)C(=O)Nc2ccccc2N1C(=O)COC(=O)c1cc(S(C)(=O)=O)ccc1Cl
 : -7 | 0 | 1 | -0.8 | 2 | -2 | i | -0.3 | 0 | 0
- CCOC(=O)C1(CC2CC2)CCN(C(=O)c2ocnc2C)CC1
 : -6 | 2 | -6 | -1.7 | 2 | 14 | i | -0.4 | 0 | 0

In the list so far, these have a cyano group.
Order of results – PABP1 MLLE inh | NadD inh | DNMT1 block | LMPTP block | STEP block | Scp1 inh | Rpn11 inh | Tb MetRS inh | SUMO1-SIM PPI | CSN deneddyl inh
- Cc1ccc(C#N)c(SCc2ccccc2F)n1
 : -3 | -7 | 2 | 1.8 | 3 | -11 | i | 0.3 | 9 | 0
- Cc1nc(SCC(=O)Nc2ccc3c(c2)OCO3)c(C#N)c2c1CCCC2
 : 0 | 12 | 4 | 3.5 | -11 | -2 | i | 0.0 | 1 | 1
- CC(=O)N1CCc2c(sc(NC(=O)CCS(=O)(=O)c3ccc(C)cc3)c2C#N)C1
 : 6 | 1 | -2 | -0.4 | 2 | 0 | i | 0.2 | -5 | -4
